Bfl-1 Bim block: human Bim-Bfl-1 interaction inhibition | Bead-based flow cytometry, Bim-Bfl-1 binding inhibition | inhibition, % at 10 µM | 190,000 tested, 0.12% active | AID 1008;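 note: 0% = wells without compound plus tracer and 100% = blocker peptide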
ABCG2 inh: human ABCG2 inhibition, ABCB1 as counter-screen | Q9UNQ0 | IgMXP3 cells, JC-1 efflux, flow cytometry | inhibition, % at 6.6 µM | 190,000 tested, 0.1% active;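 active = inhibition above 80%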;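 note: 0% = DMSO and 100% = nicardipine control wells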
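Test system: IgMXP3 (ABCG2) plus far-red-tagged CCRF-Adr (ABCB1) cells / Amount: 3 million cells/mL in well / Reagent: JC-1 transporter substrate / Timing: 10 min compound exposure, 25 °C / Signal: flow cytometry, 530 nm JC-1 signal / Read-out: percent efflux inhibition, scaled nicardipine 100% to DMSO 0% / Benchmarks: nicardipine as high control, DMSO as low control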
RGS7-Gao: human RGS7-Galphao interaction regulation; P09471; Multiplexed bead flow cytometry, RGS7-Galphao binding; actives lie on both sides; binding response (% of control), % at 10 µM; 220,000 tested, 0.35% active; in the data active = binding response below about 49% or above about 150%; inconclusive = no clear call, values can overlap the other calls; inactive = in between;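 note: fluorescent Galphao held in activated GDP-AlF4 state binding bead-coupled RGS7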
Target sequence (P09471 whole entry, looked up): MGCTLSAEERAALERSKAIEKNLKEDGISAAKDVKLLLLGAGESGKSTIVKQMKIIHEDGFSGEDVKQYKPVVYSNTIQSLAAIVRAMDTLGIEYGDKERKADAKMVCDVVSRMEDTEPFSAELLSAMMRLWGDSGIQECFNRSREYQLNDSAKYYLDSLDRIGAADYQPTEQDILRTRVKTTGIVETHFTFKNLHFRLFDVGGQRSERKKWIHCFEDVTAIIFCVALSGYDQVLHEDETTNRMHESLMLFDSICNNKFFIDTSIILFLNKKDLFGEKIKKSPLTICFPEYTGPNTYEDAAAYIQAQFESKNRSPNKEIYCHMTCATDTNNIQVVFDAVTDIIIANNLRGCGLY
RGS4-Gao reg: human RGS4-Galphao interaction regulation; P09471; Multiplexed bead flow cytometry, RGS4-Galphao binding; actives lie on both sides; binding response (% of control), % at 10 µM; 220,000 tested, 0.33% active; in the data active = binding response below about 49% or above about 150%; inactive = in between;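 note: fluorescent Galphao activated with aluminum fluoride binding bead-coupled RGS4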
Bim-Bcl-2: human Bim-Bcl-2 interaction inhibition | Bead-based flow cytometry, Bim peptide-Bcl-2 binding | inhibition, % at 10 µM | 190,000 tested, 0.06% active; in the data active = inhibition above about 40%; inconclusive = no clear call, values can overlap the other calls;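 note: 0% = no compound wells with probe peptide and 100% = reference peptide inhibitor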
Target sequence (P10415 whole entry, looked up): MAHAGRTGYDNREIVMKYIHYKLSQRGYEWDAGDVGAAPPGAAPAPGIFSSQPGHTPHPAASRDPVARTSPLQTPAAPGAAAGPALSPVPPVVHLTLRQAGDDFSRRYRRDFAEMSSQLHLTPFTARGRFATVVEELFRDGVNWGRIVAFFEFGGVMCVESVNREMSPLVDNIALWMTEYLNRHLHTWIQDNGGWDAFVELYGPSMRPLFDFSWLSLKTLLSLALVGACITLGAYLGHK
Bim-Bcl-XL: human Bim-Bcl-XL interaction inhibition | Bim peptide-Bcl-XL binding, bead flow cytometry, fluorescence | inhibition, % at 10 µM | AID 1007 | 190,000 tested, 0.04% active
Target sequence (Q07817 whole entry, looked up): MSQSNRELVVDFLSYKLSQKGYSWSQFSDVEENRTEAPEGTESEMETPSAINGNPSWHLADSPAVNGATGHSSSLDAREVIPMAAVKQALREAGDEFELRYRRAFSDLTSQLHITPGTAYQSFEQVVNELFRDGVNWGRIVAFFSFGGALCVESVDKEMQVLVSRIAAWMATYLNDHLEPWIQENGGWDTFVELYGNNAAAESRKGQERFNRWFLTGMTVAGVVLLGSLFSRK
Mcl-1 Bim block: inhibitors of Bim-Mcl-1 interaction, human. Q07820. Bead-based flow cytometry, Bim peptide-Mcl-1 binding. AID 1009. inhibition, % at 10 µM. 190,000 tested, 0.1% active;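 note: 0% = no compound tracer wells and 100% = peptide blocker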
RGS8-Gao: modulates binding of RGS8 to human Galphao | P09471 | multiplexed bead flow cytometry; actives lie on both sides | response (percent of control binding), % at 10 µM | 220,000 tested, 0.34% active; in the data active = response below about 60% or above about 140%; inactive = in between;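 note: Galphao activated as the GDP aluminium fluoride complex binding bead-coupled RGS8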
Bim-Bcl-B: disrupts Bim peptide binding to human Bcl-B | Q9HD36 | bead-based flow cytometry | inhibition, % at 10 µM | 190,000 tested, 0.073% active | AID 951;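 note: 0% = tracer peptide without compound and 100% = reference inhibitor peptide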
Target sequence (Q9HD36 whole entry, looked up): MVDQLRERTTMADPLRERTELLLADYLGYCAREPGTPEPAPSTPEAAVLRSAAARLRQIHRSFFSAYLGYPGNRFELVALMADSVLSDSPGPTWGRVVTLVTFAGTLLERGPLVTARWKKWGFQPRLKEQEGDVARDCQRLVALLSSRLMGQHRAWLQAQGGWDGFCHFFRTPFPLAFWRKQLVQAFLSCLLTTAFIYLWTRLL
Bim-Bcl-W: human Bim-Bcl-W interaction inhibition | Q92843 | bead-based flow cytometry, Bim peptide-Bcl-W binding | inhibition, % at 10 µM | 190,000 tested, 0.02% active;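 note: 0% = bound tracer without compound and 100% = peptide blocker; higher means less fluorescent Bim peptide bound to Bcl-W beads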
ABCB1 block: human ABCB1 inhibition, ABCG2 as counter-screen; P08183; 190,000 tested, 0.067% active; CCRF-Adr cells, JC-1 efflux, flow cytometry; inhibition, % at 6.6 µM; in the data active = inhibition above about 40%;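 note: 0% = vehicle and 100% = reference inhibitor; higher value means more JC-1 retained so stronger ABCB1 efflux block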
* marks the source's active call; other numbers are inactive results; ? = inconclusive; · = no result given. Cut-off read from the data, not from the text of the source, unless noted: active = inhibition above about 40%.

(1) COc1cc(C2N3CC4(C)CN2CC(C)(C3)C4)ccc1O (stereo not drawn)
(2) CCCC(=O)Nc1ccc(Br)c(Cl)c1
(3) COC(=O)C1C2C=CC3(CN(C(C)c4ccc(OC)cc4)C(=O)C13)O2 (stereo not drawn)
(4) CC1(C)CC=C(NNC(=O)c2cccnc2)C(=O)C1
(5) CCc1ccc(NC(=O)CCN2C(=O)c3cccnc3C2=O)cc1
(6) CC(=O)c1c[nH]c2ccc(C)cc2c1=O
(7) OCCC1CN(C2CSCCSC2)CCN1Cc1ccccc1 (stereo not drawn)
(8) CCOC(=O)c1nc(Nc2ccc(Nc3ccccc3)cc2)c2ccccc2n1

assay / compound	1	2	3	4	5	6	7	8
Bfl-1 Bim block	-13	-10	-1	1	-16	-12	-3	26
ABCG2 inh	10	4	5	8	6	1	2	-2
RGS7-Gao	102	106	94	?	101	117	108	106
RGS4-Gao reg	104	103	100	98	102	107	105	105
Bim-Bcl-2	-6	-11	0	5	-9	-10	0	19
Bim-Bcl-XL	-10	0	0	-3	-10	-2	-1	17
Mcl-1 Bim block	-1	0	0	-2	-3	0	1	10
RGS8-Gao	102	103	97	97	102	106	102	105
Bim-Bcl-B	-8	-3	1	1	-9	-5	-2	2
Bim-Bcl-W	1	1	0	-4	-2	3	-4	22
ABCB1 block	1.4	0.2	1.7	0.5	0.9	0.1	2.6	-0.9

Next part; the last 3 above are carried over.
(6) CC(=O)c1c[nH]c2ccc(C)cc2c1=O
(7) OCCC1CN(C2CSCCSC2)CCN1Cc1ccccc1 (stereo not drawn)
(8) CCOC(=O)c1nc(Nc2ccc(Nc3ccccc3)cc2)c2ccccc2n1
(9) CC(C)c1ccc(/C=N/NC(=O)c2nnn(-c3nonc3N)c2CSC2=NCCS2)cc1
(10) CCOc1ccccc1NC(=O)Nc1ccc(Br)cn1
(11) Cc1cccc(C)c1NC(=O)CNc1ccccc1
(12) COc1ccc2[nH]c(=O)c(C(c3nnnn3C3CCCC3)N3CCN(Cc4ccc5c(c4)OCO5)CC3)cc2c1 (stereo not drawn)
(13) CC1(C)N([O-])C2=C(c3ccccc3C2=O)[N+](=O)C1(C)C
(14) COC(=O)[C@@]1(Cc2ccc(OC)cc2)[C@H]2c3cc(C(=O)N4CCCC4)n(CCc4c[nH]c5ccc(O)cc45)c3C[C@H]2CN1C(=O)c1ccccc1
(15) CCOC(=O)c1cccc(COC(=O)c2cccc(-c3nnc(-c4ccccc4)o3)c2)c1
(16) CCOc1ccccc1NC(=O)CN(C)S(=O)(=O)c1ccc(OC)c(C)c1

assay / compound	6	7	8	9	10	11	12	13	14	15	16
Bfl-1 Bim block	-12	-3	26	2	-4	0	-13	-10	18	0	-7
ABCG2 inh	1	2	-2	-4	2	3	1	2	4	-3	2
RGS7-Gao	117	108	106	101	100	90	103	107	101	109	102
RGS4-Gao reg	107	105	105	99	100	89	106	110	100	107	99
Bim-Bcl-2	-10	0	19	-4	-5	0	-7	-6	12	-2	-2
Bim-Bcl-XL	-2	-1	17	-2	-2	-3	-3	-12	7	-6	-4
Mcl-1 Bim block	0	1	10	0	0	-4	-2	0	6	-5	0
RGS8-Gao	106	102	105	102	101	101	103	106	100	103	101
Bim-Bcl-B	-5	-2	2	0	-5	-1	-11	-7	6	-8	-2
Bim-Bcl-W	3	-4	22	0	0	-2	6	4	14	-2	5
ABCB1 block	0.1	2.6	-0.9	-0.1	0.4	0.4	0.8	0.4	1.7	-0.2	0.4

(17) CCNC(=S)N1C2CCC1CC(NC(=O)Nc1ccc(C(=O)OCC)cc1)C2 (stereo not drawn)
(18) COCCCNC(=S)N1CCN(c2nc3ccccc3s2)CC1
(19) CCOC(=O)/C(C(N)=NC(C)C)=C(\O)c1ccccc1
(20) COc1ccccc1N1CCN(C(=O)Cc2c(C(=O)O)[nH]c3ccc(Cl)cc23)CC1
(21) COc1cccc2c(SCC(=O)N/N=C/c3ccc(O)c(O)c3)cc(C)nc12
(22) CC(=O)c1ccc(NC(=O)N[C@@H](Cc2ccccc2)C(=O)O)cc1
(23) Oc1ccccc1/C=N/NC1=NCCCCC1
(24) Cc1ccc(-n2c(SCC(=O)NCc3cccs3)nnc2-c2ccoc2C)cc1

assay / compound	17	18	19	20	21	22	23	24
Bfl-1 Bim block	-3	-6	-13	-4	2	-6	-2	0
ABCG2 inh	0	4	10	11	1	2	2	4
RGS7-Gao	104	101	104	?	97	87	104	104
RGS4-Gao reg	101	103	101	100	99	85	102	104
Bim-Bcl-2	0	-4	-10	-2	4	-2	0	1
Bim-Bcl-XL	0	-3	-7	-2	22	-1	0	0
Mcl-1 Bim block	7	0	0	2	10	0	0	2
RGS8-Gao	101	100	99	101	99	91	99	103
Bim-Bcl-B	-9	-4	-6	-1	13	-3	-1	4
Bim-Bcl-W	1	-3	-3	2	12	-1	0	0
ABCB1 block	-0.1	0.0	1.1	1.5	0.2	0.5	0.5	1.5

(25) COc1cccc(C2C(C#N)=C(N)OC3=C2C(=O)CCC3)c1OC(=O)c1ccco1 (stereo not drawn)
(26) O=C1C2CCCN2C(=O)N1CCN1CCN(CCO)CC1 (stereo not drawn)
(27) Cc1sc2ncnc(N3CCC(C(=O)Oc4cccc(Cl)c4Cl)CC3)c2c1C
(28) CCOc1ccc(NCC(=O)N/N=C/C=C/c2ccccc2)cc1
(29) Cc1cc(NC(=O)/C=C/C(=O)N(CC(=O)NC2CCCC2)c2cccc3ccccc23)no1
(30) CCc1cc2cc(C(=O)N3CCN(Cc4ccccc4)CC3)sc2s1
(31) COc1ccc(C2=NOC3(CC(=O)N(c4ccc(F)cc4)C3=O)C2)c(OC)c1 (stereo not drawn)
(32) Cc1ccc(S(=O)(=O)Nc2ccc(C(=O)OCC(=O)N(CCC#N)c3ccccc3)cc2)cc1C

assay / compound	25	26	27	28	29	30	31	32
Bfl-1 Bim block	-1	0	-7	15	-6	0	3	-1
ABCG2 inh	-3	16	3	4	8	11	1	0
RGS7-Gao	106	100	99	110	101	105	97	87
RGS4-Gao reg	110	101	102	119	102	103	88	91
Bim-Bcl-2	0	-2	-4	21	1	-1	-1	-3
Bim-Bcl-XL	-4	-10	0	22	-3	1	-7	-7
Mcl-1 Bim block	-7	-6	0	18	-3	0	-1	-4
RGS8-Gao	105	99	106	111	100	101	95	81
Bim-Bcl-B	-5	-7	-4	13	-9	0	-4	-5
Bim-Bcl-W	-7	-6	-1	15	-4	-1	-5	-2
ABCB1 block	-0.5	2.2	0.6	0.6	1.5	1.4	0.4	0.3

(33) COc1ccc(OC)c(NC(=O)CSc2nc(N)c(-c3ccccc3)c(=O)[nH]2)c1
(34) COc1cc(C(=O)NS(=O)(=O)c2ccccc2C)ccc1Cc1cn(C)c2ccc(NC(=O)OC3CCCC3)cc12
(35) COc1cc2oc(=O)cc(C)c2c(OC)c1OC
(36) CCOC(=O)N1CCN(S(=O)(=O)c2ccc(C(=O)Nc3nnc(CSC)o3)cc2)CC1
(37) O=C(c1ccc(F)cc1)N1C2CCC1CC(O)(c1ccc(F)cc1)C2 (stereo not drawn)
(38) COc1cc(/C=N/Nc2nc3ccccc3[nH]c2=O)ccc1O
(39) O=C(Nc1ccc2oc(=O)ccc2c1)c1cccnc1
(40) CCOP(=O)(OCC)c1nc(-c2cccc3ccccc23)oc1NCc1ccc(OC)cc1

assay / compound	33	34	35	36	37	38	39	40
Bfl-1 Bim block	-2	-2	-2	-1	-1	-5	5	-1
ABCG2 inh	5	-2	6	0	0	6	1	6
RGS7-Gao	94	100	100	99	104	?	90	97
RGS4-Gao reg	93	102	100	100	105	101	90	101
Bim-Bcl-2	-4	0	-1	-1	-1	-3	1	-4
Bim-Bcl-XL	0	0	-4	-5	-1	3	4	-1
Mcl-1 Bim block	0	0	-1	-3	0	4	17	-2
RGS8-Gao	97	99	99	98	101	100	82	101
Bim-Bcl-B	0	0	-1	-5	-1	-1	5	-3
Bim-Bcl-W	0	-1	-2	-1	0	4	13	-2
ABCB1 block	0.6	·	0.5	0.1	0.1	0.4	-0.6	0.9

Ordered by value in RGS4-Gao reg (ascending): 4 of the compounds above
No.	molecule	RGS4-Gao reg
38	COc1cc(/C=N/Nc2nc3ccccc3[nH]c2=O)ccc1O	101
2	CCCC(=O)Nc1ccc(Br)c(Cl)c1	103
12	COc1ccc2[nH]c(=O)c(C(c3nnnn3C3CCCC3)N3CCN(Cc4ccc5c(c4)OCO5)CC3)cc2c1 (stereo not drawn)	106
6	CC(=O)c1c[nH]c2ccc(C)cc2c1=O	107

Compound profiles, as listed above.
Results for `COc1ccc2[nH]c(=O)c(C(c3nnnn3C3CCCC3)N3CCN(Cc4ccc5c(c4)OCO5)CC3)cc2c1` (stereo not drawn) = Bfl-1 Bim block: -13; ABCG2 inh: 1; RGS7-Gao: 103; RGS4-Gao reg: 106; Bim-Bcl-2: -7; Bim-Bcl-XL: -3; Mcl-1 Bim block: -2; RGS8-Gao: 103; Bim-Bcl-B: -11; Bim-Bcl-W: 6; ABCB1 block: 0.8
Results for `CC1(C)CC=C(NNC(=O)c2cccnc2)C(=O)C1` = Bfl-1 Bim block: 1; ABCG2 inh: 8; RGS7-Gao: ?; RGS4-Gao reg: 98; Bim-Bcl-2: 5; Bim-Bcl-XL: -3; Mcl-1 Bim block: -2; RGS8-Gao: 97; Bim-Bcl-B: 1; Bim-Bcl-W: -4; ABCB1 block: 0.5

The list goes on:
(41) N#Cc1c2n(c3c(=O)n(CC(=O)c4ccc([N+](=O)[O-])cc4)cnc13)CCCCC2
(42) Cc1cc(NC(=O)CCC(=O)N(Cc2ccco2)C(C(=O)NC2CCCCC2)c2ccccc2)no1 (stereo not drawn)
(43) CCc1nnc(NS(=O)(=O)c2ccc(N/C=C\C(=O)c3ccc(C)cc3)cc2)s1
(44) CC(C)(C)OC(=O)N1CCC[C@H]1c1nnc(SC/C=C/c2ccccc2)o1
(45) COc1cccc2sc(N(CCCN(C)C)C(=O)COc3ccc(Cl)cc3)nc12
(46) COc1ccc(C2(NC(C)=O)CCN(C(=O)CCC(=O)O)CC2)cc1
(47) COc1ccc(C(=O)c2ccc(N3CCN(C4CC(=O)NC4=O)CC3)cc2)cc1F (stereo not drawn)
(48) CCN1CCN(C(=O)c2cc3nc(-c4ccccc4)cc(C(F)(F)F)n3n2)CC1
(49) O=C(c1nn2c(C(F)(F)F)cc(-c3ccccc3)nc2c1Cl)N1CCOCC1
(50) COC(=O)c1sc(N)c(C(=O)OC)c1COC(=O)C1CC(=O)N(Cc2ccco2)C1 (stereo not drawn)
(51) CCCn1c(SCC(=O)NC2CCCCC2)nnc1-c1ccccn1

assay / compound	41	42	43	44	45	46	47	48	49	50	51
Bfl-1 Bim block	-4	-2	-3	-7	0	-8	14	-13	-17	0	-3
ABCG2 inh	1	23	-1	1	3	6	11	2	16	2	13
RGS7-Gao	100	97	93	104	100	102	100	100	100	88	104
RGS4-Gao reg	102	101	92	98	105	101	99	101	101	91	105
Bim-Bcl-2	-4	3	0	-5	-2	-2	8	-13	-11	-1	-2
Bim-Bcl-XL	-9	0	-1	-6	0	0	5	-13	-8	-4	0
Mcl-1 Bim block	-6	3	-1	-2	0	1	5	0	-1	-2	0
RGS8-Gao	99	101	91	96	103	103	99	99	101	95	101
Bim-Bcl-B	-6	0	-3	-5	-3	-4	6	-9	-11	-2	0
Bim-Bcl-W	-6	2	0	0	-1	1	10	-1	-2	1	0
ABCB1 block	-0.9	2.5	-0.4	0.5	1.4	0.1	-0.1	-0.3	0.2	0.4	2.4

Source: PubChem BioAssay (NMMLSC)
